Compound activity (PubChem)
RBX1-CUL1 inh: inhibitors of human ROC1-CUL1 ubiquitin ligase activity | P62877+Q13616 | in vitro K48 di-Ub FRET, acceptor:donor ratio, 45 min | inhibition, % at 10 µM | actives 0.6% (n = 140,000) | AID 1347404; in the data active means inhibition above about 25%
Target sequence (P62877 whole entry, looked up): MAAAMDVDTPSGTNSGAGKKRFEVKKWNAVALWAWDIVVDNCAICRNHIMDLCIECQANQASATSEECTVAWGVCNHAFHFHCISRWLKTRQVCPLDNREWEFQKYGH
Target sequence (Q13616 whole entry, looked up): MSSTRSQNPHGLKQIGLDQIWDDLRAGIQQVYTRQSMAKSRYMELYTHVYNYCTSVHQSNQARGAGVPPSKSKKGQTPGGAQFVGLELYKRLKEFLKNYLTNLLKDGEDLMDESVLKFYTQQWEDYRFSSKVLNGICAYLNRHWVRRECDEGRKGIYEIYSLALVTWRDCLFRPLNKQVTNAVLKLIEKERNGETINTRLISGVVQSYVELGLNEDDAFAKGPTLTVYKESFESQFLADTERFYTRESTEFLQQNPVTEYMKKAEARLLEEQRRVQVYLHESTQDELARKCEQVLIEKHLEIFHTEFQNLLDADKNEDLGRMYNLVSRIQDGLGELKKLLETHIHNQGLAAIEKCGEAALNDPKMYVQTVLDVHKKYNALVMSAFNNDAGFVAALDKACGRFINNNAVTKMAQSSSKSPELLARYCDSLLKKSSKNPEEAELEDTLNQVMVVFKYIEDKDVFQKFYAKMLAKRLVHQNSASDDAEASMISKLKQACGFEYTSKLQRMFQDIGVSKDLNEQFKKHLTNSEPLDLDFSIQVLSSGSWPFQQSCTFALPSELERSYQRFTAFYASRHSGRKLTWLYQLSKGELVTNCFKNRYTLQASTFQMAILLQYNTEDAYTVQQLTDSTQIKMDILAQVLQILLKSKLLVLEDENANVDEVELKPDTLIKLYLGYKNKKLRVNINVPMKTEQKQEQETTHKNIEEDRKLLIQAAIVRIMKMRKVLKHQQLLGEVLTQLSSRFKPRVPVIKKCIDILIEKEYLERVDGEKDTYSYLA
Numbers without * were called inactive. These rows are one share of the data, so the mix of outcomes need not match the whole.

RBX1-CUL1 inh	compound
2.3	Nc1c(C(=O)NC2CC2)sc2nc(-c3ccc(F)cc3F)ccc12
-6.9	COc1ccccc1CCN1CCCC(CN(C)Cc2ccc(C)o2)C1 (configuration not stated)
0.7	Cc1ccc2oc(C(=O)NC3CC(C)(C)NC(C)(C)C3)c(C)c2c1
0.0	CCSc1ccccc1NC(=O)c1nnn(-c2ccc(C)c(C)c2)c1C
-15.1	CCOc1cc(/C=C2\C(=O)NN(c3ccccc3)C2=O)cc(Br)c1OCCCOc1ccc(Cl)cc1
2.5	COc1ccccc1CN1CCCC(CN(CCN(C)C)C(=O)C2=NN(C)C(=O)CC2)C1 (configuration not stated)
2.3	NC(=O)c1sc(=O)sc1C(N)=O
5.2	CO[C@H]1[C@H](NC(=O)c2ccncc2)c2ccccc2C12CCN(C(=O)CCC(C)C)CC2
5.9	CCc1ccc(C2NC(=S)N=C(C)C2C(=O)OC(C)C)cc1 (configuration not stated)
-1.8	COCC(=O)N1CCCC(CCc2c(F)cccc2F)C1 (configuration not stated)
-3.4	CC1CN(CCC(=O)NCCCOc2cccnc2)Cc2cc(Cl)ccc2O1 (configuration not stated)
-1.0	COc1ccc(C(=O)NNCc2cc3ccccc3n2C)cc1

RBX1-CUL1 inh	compound
11.1	C=C(C)CNc1ccc(C(=O)NCc2nc(CC)cs2)cn1
4.5	O=C(Nc1nnc(COc2ccc(C3CCCCC3)cc2)s1)c1ccccc1F
1.6	N#Cc1sc2c(c1OC(=O)c1ccc(F)cc1)c(=O)n(-c1ccccc1)c(=S)n2-c1ccccc1
-1.9	Cn1c(COc2ccc(C(C)(C)C)cc2)nc2ccccc21
5.1	O=C(c1ccc2c(c1)CCN2S(=O)(=O)c1ccc(Cl)cc1)N1CCN(c2ccc(F)cc2)CC1
-2.3	CCC1CN(C(=O)c2ccc(NCc3ccccn3)nc2)CCN1C(C)C (configuration not stated)
-4.6	c1ccc(Oc2nc(Oc3ccccc3)nc(N3CCOCC3)n2)cc1
-0.6	Cc1ccc(-c2n[nH]c3c2C(c2cccc(O)c2)N(c2ccc(C(=O)O)cc2)C3=O)cc1 (configuration not stated)
1.9	Cc1cccc(Cn2cc(S(=O)(=O)c3cccc(C)c3)c(=O)c3cc(F)c(N4CCOCC4)cc32)c1
-4.0	COc1cc(C=C2C(=O)N(C)C(=O)N(C)C2=O)ccc1OC(=O)c1cc(F)c(F)cc1Cl
0.5	Cc1ccc(NC(=O)CSCC(=O)NC2CCCCC2)cc1
-6.9	Cc1ccc(Cl)cc1NC(=O)C(=O)NCCc1sc(-c2ccc(F)cc2)nc1C

Reprinted from the results shown (two entries):
RBX1-CUL1 inh	compound
0.5	Cc1ccc(NC(=O)CSCC(=O)NC2CCCCC2)cc1
-6.9	Cc1ccc(Cl)cc1NC(=O)C(=O)NCCc1sc(-c2ccc(F)cc2)nc1C

Following part:
RBX1-CUL1 inh	compound
2.8	Cc1nn(-c2ccccc2)c(OC(=O)c2ccccc2F)c1S(=O)(=O)c1ccccc1
20.2	COCc1nc2cc(NC(=O)Cc3ccccc3)cc(C(=O)N3CCCC(c4ccccc4)C3)c2n1C (configuration not stated)
-2.3	CCN(CC)S(=O)(=O)c1ccc(Nc2ccccc2)nc1
-1.3	CC(C)(C)c1ccc2c(c1)C(=O)N(c1ccccc1C(=O)O)C2=O
-12.8	COc1ccc(OCC(=O)OCc2cc(=O)n3nc(-c4cccs4)sc3n2)cc1
18.3	O=C(OCC(Cl)(Cl)Cl)c1cn2cc(Cl)cc(Cl)c2n1
-1.4	Cc1cccc(N2CC(C(=O)Nc3ccccc3F)CC2=O)c1 (configuration not stated)
8.1	CC(=O)c1ccccc1Sc1ccc(Cl)cc1
3.1	O=C(Nc1cccc(-c2nc3ncccc3o2)c1)c1ccc(Br)cc1
-0.1	CC1(C)CC(=O)C2C=C(c3nc(-c4ccccc4)cs3)C(=O)N=C2C1 (configuration not stated)
-5.7	C=CCc1ccc(OCC(O)CN2CCN(CC)CC2)c(OC)c1 (configuration not stated)
4.8	CCCCCCCCOc1cc(C)c(Br)cc1C

Molecules shown so far containing bromine (three):
RBX1-CUL1 inh	compound
-15.1	CCOc1cc(/C=C2\C(=O)NN(c3ccccc3)C2=O)cc(Br)c1OCCCOc1ccc(Cl)cc1
3.1	O=C(Nc1cccc(-c2nc3ncccc3o2)c1)c1ccc(Br)cc1
4.8	CCCCCCCCOc1cc(C)c(Br)cc1C

Next part:
RBX1-CUL1 inh	compound
4.0	CCOc1ccc(CC(=O)Nc2ccccc2C(N)=O)cc1OCC
-3.8	N#Cc1ccc(Oc2ncnc3sc4c(c23)CCCC4)cc1
-2.5	CCc1ccc(OCCCC(=O)Oc2ccc3c(c2)oc(=O)c2ccccc23)cc1
2.7	CN1CCc2nc3sc(C(=O)Nc4ccc(OC(F)(F)F)cc4)c(N)c3cc2C1
-2.3	Nc1sc(-c2ccccc2)cc1C(=O)NNC(=S)NCc1ccccc1
5.8	Cc1cc(C)nc(NS(=O)(=O)c2ccc(NC(=O)C34CC5CC(CC(C5)C3)C4)cc2)n1
-8.1	CCN1C(=O)C(=Cc2ccccc2OC)C(=O)N(CC)C1=S
-5.8	CCc1ccccc1NC(=O)c1ccc(Cn2nc(N3CCN(c4ccccc4)CC3)ccc2=O)o1
-2.8	O=C(C1CCCN(c2nc3nonc3nc2N2CCSCC2)C1)N1CCOCC1 (configuration not stated)
0.1	CSc1ccc(-c2nc3ccc(C)cn3c2Nc2ccccc2C)cc1
-5.0	Cc1ccc2nc3sc(C(=O)Nc4ccccc4C(F)(F)F)c(N)c3cc2c1
-4.1	Cc1cc(S(=O)(=O)N(C)c2ccccc2)ccc1F

RBX1-CUL1 inh	compound
4.4	O=C(c1cc(-c2cn[nH]c2)nc2ccc(Cl)cc12)N1CCCCCC1
-0.8	CC(C)C(=O)N1CCN(S(=O)(=O)c2ccc(C(C)(C)C)cc2)CC1
6.8	CC1=C(C(=O)OCc2ccccc2)C2(C(=O)Nc3ccccc32)C(C(=O)OCc2ccccc2)C(=N)O1 (configuration not stated)
-3.3	Cc1ccc(S(=O)(=O)N(NC2NS(=O)(=O)C3CCCCC23)C(=O)CCc2ccccc2)cc1 (configuration not stated)
6.0	COc1ccc(/C=N/NC(=O)CNC(=O)c2cccs2)cc1
-5.6	O=C(NCCOc1ccccc1-c1ccccc1)c1ccc2c3c(cccc13)CC2
-5.8	CN1CCC(N2CCCC(C(=O)NCc3cccc(Cl)c3)C2)CC1 (configuration not stated)
3.7	C=CCNC(=S)NCc1ccncc1
-2.7	COc1nc(Cl)cc(C)c1C(=O)NCc1ccc(Cl)cc1
-5.9	CC(=O)c1cccc(OCc2cc(C(=O)N(C)CCc3nc4ccccc4[nH]3)no2)c1
-6.1	CC1(C)CC(C)(C)c2nc3ccccc3nc21
-10.7	CCOc1ccc(CNS(=O)(=O)c2ccc3c(c2)CCCN3C(C)=O)cc1OC

Four structures out of the list, ordered by SMILES length, rising.
RBX1-CUL1 inh	compound
-5.7	C=CCc1ccc(OCC(O)CN2CCN(CC)CC2)c(OC)c1 (configuration not stated)
0.0	CCSc1ccccc1NC(=O)c1nnn(-c2ccc(C)c(C)c2)c1C
-2.5	CCc1ccc(OCCCC(=O)Oc2ccc3c(c2)oc(=O)c2ccccc23)cc1
-15.1	CCOc1cc(/C=C2\C(=O)NN(c3ccccc3)C2=O)cc(Br)c1OCCCOc1ccc(Cl)cc1

(more compounds)
RBX1-CUL1 inh	compound
2.2	CCN(CC)c1ccc(NC(=O)c2cc3c(=O)n4cccc(C)c4nc3n2C)c(C)c1
-3.4	CC(=NNC(=O)CSc1nnc(CNc2ccccc2)n1-c1ccccc1)c1ccc2ccccc2c1
-10.4	CC(=O)Nc1ccc([N+](=O)[O-])cn1
-1.5	CN(C(=O)c1ccn(C)n1)C(Cc1ccccc1)C1CCN(C(=O)c2ccc3c(c2)OCCO3)CC1 (configuration not stated)
5.5	CCc1c(C(=O)NCCN2CCOCC2)csc1C
3.8	CC(=O)NC1(C(F)(F)F)C(=O)N=C2C1C(=O)NC(=O)N2c1ccc(F)cc1 (configuration not stated)
-3.8	CC(=O)NCCSc1cc2ccccc2[nH]1
-5.7	CCc1ccc2ncc3c(-c4ccccc4)nn(-c4ccccc4)c3c2c1
3.7	Cc1cccc2c1-c1sc(C(=O)NCCCN3CCN(c4ccccc4F)CC3)cc1CO2
-4.9	Cn1ccnc1Sc1c(-c2ccccc2)c2ccc(Cl)cc2[nH]c1=O
-1.0	O=C1C(=Cc2ccc(-c3ccccc3)o2)C(=O)c2ccccc21
4.8	O=C(CCSc1nc2cc(Cl)ccc2o1)N1CCCCC1

RBX1-CUL1 inh	compound
-5.1	COc1ccc(CN2CCCC(CCC(=O)NC3CC3)C2)c2ccccc12 (configuration not stated)
-6.7	Cn1c(=O)oc2cc(S(=O)(=O)N3CCC(C(=O)NCc4ccc(F)cc4)CC3)ccc21
-6.8	CCOc1ccc(CCNC(=O)c2sc3ncccc3c2-n2c(C)ccc2C)cc1
-9.1	COc1ccc(NC(=O)C(Cc2ccco2)=NC(=O)c2ccco2)cc1
0.2	COc1nc(-c2ccccc2)ccc1-c1noc(-c2ccccc2Br)n1
0.9	Cc1ccc2ccccc2c1CSc1nnc(SCc2c(C)ccc3ccccc23)s1
8.3	CC(C)Nc1nc(NC(C)C)nc(OCCOC(=O)c2ccccc2)n1
1.8	COc1ccc(CNC(=O)Cn2nc(C)n3cccc3c2=O)cc1
5.3	CNC(=O)c1cc2n(n1)CCCN(Cc1ccc(F)cc1)C2=O
-3.2	Cc1ccc(-n2ncc(C(=O)NCCN3CCCC3)c2C2CCN(C(=O)OC(C)(C)C)CC2)cc1C
6.6	CN(Cc1ccn[nH]1)C(=O)c1ccc2oc(-c3cccc(F)c3)nc2c1
-3.2	CCNC(=O)C1CCCN(c2nn3cc(-c4ccc(C)cc4)nc3s2)C1 (configuration not stated)

RBX1-CUL1 inh	compound
2.3	Cc1cc(C)c(NC(=O)CCn2c(=O)c3cccn3c3ccccc32)c(C)c1
-7.2	OCC1CCN(c2nc3nonc3nc2N2CCCCCC2)CC1
-3.6	CNC(=O)c1ccc(C2CCCN2C(=O)CCc2ccc(F)c(F)c2)s1 (configuration not stated)
0.5	COc1ccc(C(=O)N/N=C(/C)c2nc3ccccc3[nH]2)cc1OC
-6.7	CCCc1nc2nc(C)c(NS(=O)(=O)c3ccc(CC(C)C)cc3)c(=O)n2[nH]1
-1.6	COc1ccc(Br)c2c1-c1nc(NC(=O)c3ccc(F)cc3)sc1C2
-5.3	CCCSCCCNC(=O)C1CCN(c2nc3ccccc3nc2C(F)(F)F)CC1
2.2	CCc1c(C#N)c(SCC(=O)Nc2cccc(OC)c2)nc2c1C(=O)CC(C)(C)C2
-0.1	COc1ccc(C(=O)COc2ccc3c(C)c(Cl)c(=O)oc3c2)cc1
3.1	CCOc1ccc(CCNC(=O)c2ccc3c(c2)nc2n3CCOC2)cc1OCC
-8.4	CCCCCc1ccc(C(=O)N2c3ccccc3C(N(C(=O)c3ccccc3)c3ccccc3)CC2C)cc1 (configuration not stated)
-0.5	Cc1cc(NC(=O)C2CC(=O)N(c3ccc(C)c(Cl)c3)C2)no1 (configuration not stated)

RBX1-CUL1 inh	compound
4.1	CC1CN(Cc2ccc(OC(F)F)cc2)Cc2ccccc2O1 (configuration not stated)
5.8	COC(=O)C(NC(C)=O)(Nc1ccc(C)cn1)C(F)(F)F (configuration not stated)
3.0	COC(=O)C1=C(C)NC2=C(C(=O)CCC2)C1c1ccc(OC)c(Cl)c1 (configuration not stated)
5.5	Cc1sc2nc(SCC(=O)Nc3ccccc3)n(-c3ccccc3)c(=O)c2c1-c1ccccc1
-2.1	Cn1c(=O)c(=O)n(C)c2cc(NC(=O)c3cccc(F)c3)c(Cl)cc21
-5.2	Cc1ccc(C)c(CN2C(=O)c3ccccc3S(=O)c3ccc(C(=O)N4CCC(C)CC4)cc32)c1 (configuration not stated)
3.2	CN1CCOC(C)(C(O)c2ccccc2)C1=O (configuration not stated)
-13.0	CCOC(=O)c1cccc(NC(=O)c2cc3cc4ccc(C)cc4nc3s2)c1
-1.7	CCOC(=O)Cn1c(=O)n(C2CCCCC2)c2nc(-c3ccc(OCC)cc3)nc(C(N)=O)c21
-5.0	CN(CC(=O)Nc1cccc(C(F)(F)F)c1)S(=O)(=O)c1cccs1
-10.0	C=C1C=CC(=NC(=S)NC)CC1
3.7	C(=Nc1cccc(-c2cnc[nH]2)c1)c1nc2ccccc2n1Cc1ccccc1

RBX1-CUL1 inh	compound
2.7	COc1ccc(NC(=O)CC2(CC(=O)O)CCCC2)cc1
9.3	O=C(CCc1ccccc1)Nc1ccnn1C1CCN(Cc2ccncc2)CC1
4.8	COc1cc(OC)c(NC(=O)N2CCC(CN3CCCC3)CC2)cc1Cl
9.3	O=C(C1CCC(Cn2c(=O)c3sccc3n(Cc3ccc(F)cc3)c2=O)CC1)N1CCOCC1 (configuration not stated)
6.2	C=C1C(C(=O)Nc2ccc(F)cc2)C1C(=O)Nc1ccc(F)cc1 (configuration not stated)
1.8	O=C(CSc1nnc(Cc2ccccc2)n1Cc1ccccc1)N1CCc2ccccc21
2.4	Cc1ccc(S(=O)(=O)CCc2nnc(NC(=O)c3ccc([N+](=O)[O-])cc3)s2)cc1
7.9	CCOc1ccc(CCN2C(=O)NC(=O)C3C2=NC(=O)C3(NC(=O)CCc2ccccc2)C(F)(F)F)cc1OCC (configuration not stated)
-1.9	COc1ccc(NC(=O)c2c(NCc3cccc(OC)c3)sc3c2CCCC3)cc1
2.5	COc1ccc(C(=O)Nc2ccc(NC(=O)c3ccco3)c(OC)c2)cc1Br
8.1	Nc1cc(N)nc(SCc2ccc(Cl)c(Cl)c2)n1
6.8	CCC(Nc1ccc(-c2nc(-c3ccccn3)no2)cc1[N+](=O)[O-])c1ccccc1 (configuration not stated)
2.7	COc1c(Cl)cc(Cl)cc1/C=c1/oc2cccc3c(OC)ccc(c1=O)c23
-0.9	COc1cc(NC(=O)CCS(=O)(=O)c2ccc3c(c2)CC(=O)N3C)cc(OC)c1OC
0.7	O=C(Cn1cc2ccccc2n1)NC1CCCc2c1cnn2-c1ccccc1F (configuration not stated)
